Compound activity: PubChem BioAssay, National Center for Advancing Translational Sciences (NCATS)
PLK1 PBD block – inhibitors of human PLK1 polo-box domain binding; P53350; Plk1 PBD binding of FITC phosphopeptide, fluorescence polarization; Potency, µM, for inactives: max response, negative = inhibition, usual class: inhibitors; 360,000 tested, 2.8% active; AID 720504; also: potency is read from the fitted curve at half-maximal effect; series mostly up to about 57 µM; % is scaled to controls: 0 for no effect and ±100 for the full control effect; nearly all actives have a fitted effect of over 65% in size
PI5P4Ka inh – blocks human PI5P4K alpha kinase activity; PI5P4Kalpha enzyme, ADP-Glo luminescence, 60 min; stronger effect = lower value; max response, %; 330,000 tested, 1.2% active; AID 652105; active = max response of -50% or lower; inconclusive = between -30% and -50%; inactive = -30% or higher; also: value at the top dose of about 77 µM; % is scaled to controls: 0 for no effect and ±100 for the full control effect
Target sequence (P48426 whole entry, looked up): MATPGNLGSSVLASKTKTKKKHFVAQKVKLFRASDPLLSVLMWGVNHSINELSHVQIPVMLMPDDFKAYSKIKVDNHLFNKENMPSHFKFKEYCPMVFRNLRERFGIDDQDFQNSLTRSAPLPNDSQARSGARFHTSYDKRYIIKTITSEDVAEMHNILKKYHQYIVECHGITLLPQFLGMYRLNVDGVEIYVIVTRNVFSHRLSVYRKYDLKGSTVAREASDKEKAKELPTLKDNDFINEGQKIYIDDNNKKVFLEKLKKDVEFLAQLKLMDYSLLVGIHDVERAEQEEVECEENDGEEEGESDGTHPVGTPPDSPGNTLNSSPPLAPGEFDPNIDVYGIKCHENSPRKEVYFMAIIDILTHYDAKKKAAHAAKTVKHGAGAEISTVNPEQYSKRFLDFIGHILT
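Enzyme plus substrate dispensed, test compounds pinned in, then ATP (5 microM final) added. After 60 min at RT, ADP-Glo reagent 1 for 45 min and reagent 2 for 30 min preceded luminescence imaging.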
DRD3 agonist – D3 dopamine receptor (human) agonism. P35462. D3R DiscoveRx beta-arrestin cells, luminescence, 90 min. max activation, %. 410,000 tested, 0.58% active. AID 652048; in the data active = max activation above about 30%; also: 0% is about no effect; mostly tested at two doses, the higher about 12 µM
Target sequence (P35462 whole entry, looked up): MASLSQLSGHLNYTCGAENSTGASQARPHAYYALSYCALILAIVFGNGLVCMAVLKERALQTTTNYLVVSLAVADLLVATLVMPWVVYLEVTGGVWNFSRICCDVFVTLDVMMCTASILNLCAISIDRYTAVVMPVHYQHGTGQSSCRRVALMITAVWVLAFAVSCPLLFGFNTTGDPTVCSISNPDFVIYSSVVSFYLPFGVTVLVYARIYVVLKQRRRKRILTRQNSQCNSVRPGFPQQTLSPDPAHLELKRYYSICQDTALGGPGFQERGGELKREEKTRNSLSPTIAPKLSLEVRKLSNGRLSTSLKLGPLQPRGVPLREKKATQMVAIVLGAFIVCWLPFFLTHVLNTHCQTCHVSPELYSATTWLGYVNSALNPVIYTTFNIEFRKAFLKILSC
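Agonist-mode cell screen: cells plated at 1500/well and incubated overnight at 37 °C, then exposed to library compounds for 90 min at 37 °C. Detection reagent was added for 30–60 min at room temperature, and luminescence was read.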
HEK293 tox – cytotoxicity counter-screen for GLP-1 receptor inverse agonists | AID 624418 | 410,000 tested, 0.13% active | HEK293 cAMP-luciferase reporter cells, luminescence, 24 h | Potency, µM (top dose mostly 38.3 µM), for the others: top-dose activity change, negative = inhibition, hits mostly inhibitors;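 also: loss of luciferase light is scored as toxicity; potency is read from the fitted curve at half-maximal effect; % is scaled to controls: 0 for no effect and ±100 for the full control effect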
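Luminescence readout: signal drop marks cytotoxicity. Plated cells grew 12 h at 37 °C, 5% CO2, received 23 nL compound for 24 h, then got luciferase reagent, read after 12 min at RT.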
GLP-1R inv ag – inverse agonists of human GLP-1 receptor; P43220; HEK293 GLP-1R CRE-luciferase, luminescence, 24 h; GLP-1R form is constitutively active; Potency, µM (highest dose often 38.3 µM), without a hit: top-dose activity change, negative = inhibition, most hits filed as inhibitors; 410,000 tested, 1.6% active; also: potency is read from the fitted curve at half-maximal effect; % is scaled to controls: 0 for no effect and ±100 for the full control effect; nearly all actives have a fitted effect of over 55% in size
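GLP-1R inverse agonism mode: basal reporter luminescence in engineered HEK293 cells measured after one day of compound exposure at 37 deg C, with a 12 min room-temperature detection step.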
WRN helicase inh – blocks human WRN helicase; 360,000 tested, 0.46% active; WRN helicase unwinding, fluorescent forked duplex, kinetic; AID 651768; Potency, µM (series often up to 114 µM), without a hit: at the highest dose activity change, negative = inhibition, most hits filed as inhibitors; Q14191; also: potency is read from the fitted curve at half-maximal effect; % is scaled to controls: 0 for no effect and ±100 for the full control effect; nearly all actives have a fitted effect of over 55% in size
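Primary qHTS, 1536-well format. 20 nM WRN + compound, 15 min RT; start with 100 nM forked fluorophore/quencher duplex, 2 mM ATP (final); kinetic read ex 525/em 598 nm.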
D3 antag – blocks the human D3 dopamine receptor; P35462; D3R cells, DiscoveRx beta-arrestin luminescence, antagonist mode; stronger effect = lower value; max response, negative = inhibition, %; 360,000 tested, 2.5% active; AID 652054; in the data active = max response below about -50%; inconclusive = no clear call, values can overlap the other calls; also: % is scaled to controls: 0 for no effect and ±100 for the full control effect; mostly tested at two doses, the higher about 12 µM
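Cells expressing the human receptor were seeded at 1500 cells/well, incubated overnight at 37 degrees C in 5% CO2, then exposed to library compounds with dopamine controls for 90 minutes at 37 degrees C before luminescent detection.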
GLP1R ag – GLP-1 receptor (human) agonism; P43220; HEK293 GLP-1R CRE-luciferase, luminescence, 4-6 h; cells express a hypersensitive GLP-1R form; Potency, µM (doses to about 45.6 µM), for the others: at the highest dose activation, usual class: activators; 380,000 tested, 0.007% active; AID 624172; also: potency is read from the fitted curve at half-maximal effect; % of control where 0% means no effect
IL-2 act – activates IL-2 in a cell-based reporter assay. 360,000 tested, 0.065% active. IL-2 activation reporter assay, cell-based qHTS; stimulated with anti-CD3/CD4/CD28 beads; in transgenic mouse T cells. activation, % (series mostly up to about 46 µM); in the data active = activation above about 50%; inconclusive = mostly about 30% to 49%; also: 0% is about no effect
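Readout is EGFP and DsRed signal by fluorescent plate cytometry after 18 h at 37 degrees C. Transgenic mouse T cells (750/well) received compound for 60 min before bead stimulation (anti-CD3, anti-CD4, anti-CD28); memory T cells served as non-tolerant control.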
The depositor's hits bear a star; ? = inconclusive; / = not tested or not shown; [ ] = remark or other dose. Unless noted, calls follow the shape of the dose curve; as a rule, active = well fitted curve in the direction sought with a large enough effect; inconclusive = small, poorly fitted or top-dose-only effect, or another doubt; inactive = no such curve, though single readings can be large; an effect the other way counts as inactive or inconclusive.

item	SMILES	D3 antag	DRD3 agonist	IL-2 act	GLP-1R inv ag	HEK293 tox	PI5P4Ka inh	GLP1R ag	PLK1 PBD block	WRN helicase inh
1	CCOC(=O)[C@@H](NC(=O)CC[C@H]1O[C@@H](n2cc(C)c(=O)[nH]c2=O)C[C@@H]1O)C(C)C	-2	2	-0.5	7%	4%	-1	-5%	-3%	8%
2	CCC(CC)C(=O)Nc1nnc(SCC(=O)NC(C)(C)C)s1	-11	-3	-2.9	-13%	3%	-4	6%	-10%	-6%
3	CCC(CC)COC(=O)C1=C(C)NC(=O)NC1c1ccc([N+](=O)[O-])cc1 (centres undefined)	0	3	0.1	?	?	0	7%	-2%	-6%
4	O=C(Nc1nnc(-c2ccc(Cl)cc2)o1)Nc1ccccc1Cl	15	-3	-1.7	9%	1%	-4	-12%	-8%	3%
5	O=C(NC1CCCCC1)c1cc(-c2ccccn2)nc2ccccc12	-10	-7	3.8	17%[7.66 µM]	-4%[7.66 µM]	2	5%	-5%	-13%
6	Cc1onc(-c2c(Cl)cccc2Cl)c1C(=O)N=C(N)N1CCCC1	6	0	0.4	?	3%	-2	3%	-13%	1%
7	COCC(=O)N1CCC(Oc2ccc(C(=O)N3CCN(C)C[C@@H]3C(C)C)cc2)CC1	23	10	-0.7	-1%	1%	3	4%	-1%	-1%
8	COc1ccc(C(=O)NNC(=O)c2cc3cccc(OC)c3oc2=O)cc1	-9	5	2.6	22%[7.66 µM]	4%[7.66 µM]	-2	9%	3%	?
9	O=C(NCC1CCCO1)c1ccccc1S(=O)(=O)c1ccc([N+](=O)[O-])cc1 (centres undefined)	7	2	-0.5	9%	9%	1	2%	-3%	-22%[57.1 µM]
10	S=c1[nH]nc(-c2cc(-c3ccccc3)n[nH]2)n1/N=C/c1ccc(Br)s1	-19	8	-1.9	185%[activator]	0%	-13	23%	?	-14%[11.6 µM]
11	COc1ccc(C2=NOC(Cn3nc(C(=O)O)cc3-c3ccccc3)C2)cc1 (centres undefined)	-13	12	-3.2	15%	13%	-4	-3%	?	12%
12	COC(=O)c1cc(-c2c(C)nn(-c3ccccc3)c2C)n[nH]1	20	2	-0.5	16%	-10%	-9	2%	1%	5%
13	Cc1cccc(CCNC(=O)C2CCN(S(=O)(=O)c3cccc4nsnc34)CC2)c1	13	3	0.6	32%[activator]	-7%	/	-3%	-2%	-4%
14	CC(=O)Oc1ccccc1N(C(C)=O)S(=O)(=O)c1cccc([N+](=O)[O-])c1	-19	0	2.1	-3%[7.66 µM]	-5%[7.66 µM]	-27	4%	-9%	-15%
15	OCC1(CCOc2ccccc2)CCN(Cc2cccn2-c2ncccn2)CC1	0	5	-1.0	1%	-8%	3	-4%	0%	3%
16	CN1CCC(N2CCN(C3CN(Cc4cn(Cc5cccc(C(F)(F)F)c5)nn4)S(=O)(=O)C3)CC2)CC1 (centres undefined)	-29	-4	0.4	-1%	3%	1	3%	-7%	-20%
17	CCN(CC)C(=O)CSc1nnc(-c2ccccc2)n1N	12	1	-3.0	-27%	-5%	1	1%	2%	1%
18	CCC1Cc2[nH][nH]c(=O)c2C(CC)O1 (centres undefined)	-26	-4	0.0	-3%	3%	-1	-4%	-16%	2%
19	CC(=O)Nc1cccc(/C(C)=N/NC(=O)c2cc(-c3ccncc3)nc3ccccc23)c1	-5	-8	-3.0	10%	-54%	-4	17%	-13%	-22%
20	COc1ccc2c(c1)[C@H]1[C@H](CO2)[C@H](c2ccccc2)[C@]2(C)C(=O)Nc3ccc(Cl)cc3C(=O)N12	0	-8	0.7	?	-1%	2	-5%	-1%	0%
21	O=C(Nc1nccs1)c1ccc(N2C(=O)[C@@H]3[C@H](C2=O)[C@H]2C=C[C@@H]3C2)cc1	-16	0	-0.7	5%	5%	-7	8%	-17%	-1%
22	CCn1cc(S(=O)(=O)CC(=O)Nc2cc(C)on2)c2ccccc21	17	-2	0.6	?	?	1	7%	-10%	2%
23	O=C(CS(=O)(=O)c1c[nH]c2ccccc12)N1CCc2ccccc21	-25	3	0.3	-19%	-9%	-9	9%	-5%	3%
24	O=C(CCCCCN1C(=O)c2cccc3cccc(c23)C1=O)NCc1ccco1	-15	-4	-0.1	12%	14%	1	5%	-15%	-9%
25	COc1ccc(-n2c(SCC(=O)NCc3ccc(Cl)cc3)nc3ccsc3c2=O)cc1	/	-5	/	2%	2%	/	0%	/	/
26	O=C1CCN(Cc2ccccc2)C=C1c1cccc(O)c1	-9	13	0.1	3%	3%	-11	-1%	-4%	4%
27	CCN(CC)CCNC(=O)c1ccc(NC(=O)CC(NC(=O)c2ccccc2Cl)c2ccccc2)cc1 (centres undefined)	4	3	0.4	-24%	-4%	1	-1%	2%	-3%
28	COCCN(C(=O)CCC(=O)Nc1cccnc1)C(C(=O)NC1CCCCC1)c1ccccc1 (centres undefined)	1	1	-1.1	9%	8%	3	-2%	-6%	-18%
29	O=C(Cc1ccc(Cl)c(Cl)c1)Nc1cccc2ncccc12	-7	7	2.0	3%[0.307 µM]	-1%[0.307 µM]	-12	8%	-4%	4%
30	CS(=O)(=O)N1CCN(c2ccc(NC(=O)c3ccc(Br)o3)cc2)CC1	-8	-6	-3.2	11%	3%	-7	-1%	-8%	11%[57.1 µM]
31	COc1ccc(NC(=O)N2CCC(O)(c3cccnc3)CC2)c(OC)c1	17	-2	-1.8	-1%	-13%	-7	-3%	-5%	6%
32	COc1ccc(C(=O)N/C(=C\c2cn(C)c3ccccc23)C(=O)N2CCN(C)CC2)cc1	-16	-12	-2.1	3%	-21%	-8	1%	-15%	11%
33	CC(C)C[C@@H](CNCC(=O)[C@H](CC(=O)O)NC(=O)c1[nH]cnc1C(=O)N[C@H](CN)CC(C)C)NC(=O)c1nc[nH]c1C(=O)N[C@@H](Cc1ccccc1)C(=O)O	-72*	-45	-0.5	-8%	-1%	-20	-4%	?	-4%
34	O=C(CSc1nnc(-c2ccc(Cl)s2)o1)N1CCCc2ccccc21	15	2	-1.5	1%	5%	-3	-8%	-26%	4%
35	CC(C)c1nnc(NC(=O)CSc2ccccc2)s1	8	4	-1.9	20%	-5%	-9	8%	?	-3%
36	COC(CNC(=O)c1coc2nc3ccccc3nc12)OC	-22	2	0.2	-13%	79%[activator]	-2	0%	-27%	-5%
37	O=c1cnn([C@@H]2O[C@H](CO)[C@@H](O)[C@H]2O)c(=O)[nH]1	0	1	-0.2	1µM*	4%	-2	-6%	-20%	-4%
38	CN(C)c1cccc(C(=O)OCC(=O)N2CCc3ccccc3C2)c1	4	-14	0.2	-24%	-1%	-4	17%	8%	5%
39	COc1ccc(/C=C(\NC(=O)c2ccccc2)C(=O)N2CCCCC2)cc1OC	16	3	-0.4	13%	-12%	8	10%	-2%	-2%
40	O=C(CCCOc1ccc(Cl)cc1Cl)N/N=C/c1ccccc1	13	4	0.0	-22%	-16%	22	?	0%	-3%
41	CCOC(=O)C1CCN(CC(=O)N(CC(C)C)c2c(N)n(CC(C)C)c(=O)[nH]c2=O)CC1	5	0	1.4	24%	0%	6	-5%	4%	-3%
42	OC(COCc1ccccc1)CN1CCCCC1 (centres undefined)	-6	7	0.5	13%	-7%	1	-6%	-14%	2%
43	Clc1cc(Cl)c(OCCCCn2cncn2)c(Cl)c1	-16	5	1.9	8%	11%	4	10%	-14%	8%
44	COc1cccc(Nc2ncccc2C(=O)NCc2ccccc2)c1	-1	5	-0.5	?	-12%	-11	22%	-30%	-12%
45	COc1ccc(C(=O)NC2CC3CCCC(C2)N3CC(C)C)cc1OC (centres undefined)	-19	-1	-2.0	12%	-4%	-3	-7%	-2%	5%
46	COc1cc(NC(=O)C23CC4CC(C2)CC(n2cnc([N+](=O)[O-])n2)(C4)C3)cc(OC)c1	4	2	-0.5	-21%	-12%	4	1%	-2%	-5%
47	N#Cc1cnn(-c2cc(Cl)ccc2Cl)c1N	8	-2	-2.4	13%	1%	3	-5%	-12%	-11%
48	Cn1nnnc1SCc1ccccc1[N+](=O)[O-]	26	2	-0.5	43%[activator]	-7%	/	5%	1%	-3%
49	COc1cccc(CNC(=O)c2nnn(CC(=O)Nc3cc(C)ccc3C)c2N)c1	-15	0	-1.0	16%	-12%	-1	-2%	-11%	-13%
50	C/C(=N\NC(=O)c1cccc(S(=O)(=O)N2CCOCC2)c1)c1ccc(C)cc1	-8	-5	-0.3	-16%	2%	1	1%	2%	-2%
51	COc1ccc(NC(=O)c2ccccc2NC(=O)CSc2ccccc2)cc1	-9	-5	-0.7	12%	-23%	2	1%	-7%	-17%
52	COc1ccc(NC(=O)N2CCc3ccccc3C2)cc1	-12	-9	0.7	-5%	-8%	5	-2%	-4%	-2%
53	CCOC(=O)c1cn2nc(Oc3ccc(C#N)cc3)ccc2n1	-1	0	-0.6	11%	-2%	2	10%	-15%	8%
54	O=[N+]([O-])c1ccc(NCCCN2CCOCC2)c(Cl)c1	-10	-48	-2.6	1%	-16%	/	10%	-8%	-3%
55	CCCCNc1nc(=S)[nH]c2cc(OC)c(OC)cc12	-23	2	1.1	4%	-14%	0	-5%	-12%	-24%
56	O=C(c1ccc(COc2ccc(F)cc2)o1)n1cccn1	11	-11	-0.1	11%	7%	1	-11%	-12%	-1%

Next results follow.
item	SMILES	D3 antag	DRD3 agonist	IL-2 act	GLP-1R inv ag	HEK293 tox	PI5P4Ka inh	GLP1R ag	PLK1 PBD block	WRN helicase inh
57	Cc1ccc(-c2csc3ncnc(OCC(=O)NC(=O)NCc4ccco4)c23)cc1	-24	-10	-3.0	-20%	-4%	/	0%	-23%	-10%[57.1 µM]
58	Cc1ccc(C(=O)NCCC(=O)N2CCCC2)cc1	-12	-2	0.4	-26%	8%	5	3%	-13%	-1%
59	CN(C)CCCN(C(=O)c1ccc(S(=O)(=O)N2CCCCC2)cc1)c1nc2cc3c(cc2s1)OCO3	?	-10	-0.5	?	18%	-2	4%	-7%	1%
60	CC(=O)c1ccccc1NC(=O)C1CCCN(C(=O)c2ccc(Cl)cc2)C1 (centres undefined)	0	5	0.5	?	1%	3	-5%	4%	0%
